# VEEV TC-83 Vero = inhibitors of VEEV TC-83 cytopathic effect, confirmation, Vero cells (AID 588727); Vero cells, VEEV TC-83 cytopathic effect inhibition; higher % means a stronger effect; actives 0.13% (n = 350,000); inhibition, % at 20 µM; hits with a dose series show IC50 in µM; in the data active means a potency from the dose series; inconclusive means inhibition mostly from about 14% at the one dose, without a potency; inactive means the rest, 99 in 100 with inhibition below about 12%; further: strong numbers were not always called active
# The depositor's hits bear a star; i = inactive; ? = inconclusive.
Structure	VEEV TC-83 Vero
CCOC(=O)C1=C(Nc2ccc(OC)cc2)C(N)=NC1=N	43%
CN(C)Cc1ccccc1CNC(=O)c1cccc(S(=O)(=O)Nc2ccc3c(c2)OCO3)c1	3.4%
O=C(C[C@H]1C[C@H]2c3cc(NS(=O)(=O)c4ccc(F)cc4)ccc3O[C@H]2[C@H](CO)O1)NCc1ccncc1	i
c1nnc(NCNc2nncs2)s1	>25µM*
CC1=C(C(=O)N(C)C)CC(CC(=O)NCCc2ccccn2)C(=O)N1Cc1ccc(C(C)(C)C)cc1 (configuration not stated)	0.8%
Cc1cccc(C)c1N1C(=O)CC(Sc2ccccc2N)C1=O (configuration not stated)	0.3%
Cc1ccccc1N1CCN(C(=O)c2cc(-c3ccccc3)nc3c2cnn3C(C)C)CC1	0.0%
COc1ccc(N(CC(=O)NC2CC3CCC2C3)S(=O)(=O)c2ccc(C)cc2)cc1Cl (configuration not stated)	i
Cc1ccc(S(=O)(=O)N2C[C@@H](C)[C@]3(C2)[C@H](O)[C@H](OC(=O)NCc2ccccc2)C[C@H]2C(=O)N(c4ccccc4)C(=O)[C@H]23)cc1	5.3%
CC(=O)N1CCOc2ccc(S(=O)(=O)NC[C@H]3O[C@@H](n4ccc(N)nc4=O)[C@H](O)[C@@H]3O)cc21	0.4%
COc1ccc(-n2c(C)c3c(C)nnc(C)c3c2C)cc1OC	1.0%
C[C@@H]1CN([C@H](C)CO)C(=O)CCCn2nncc2CO[C@H]1CN(C)C(=O)OCc1ccccc1	0.1%
COc1ccc(C(=O)Nc2ccc3nc(C)sc3c2)cc1S(=O)(=O)N1CCOCC1	3.4%
Cc1ccc(S(=O)(=O)N2C[C@H]3C(=O)C[C@@H](c4ccccc4)N(S(=O)(=O)c4ccc(C)cc4)[C@H]3C[C@H]2c2ccccc2)cc1	0.1%
CCCCCCC(=O)Oc1cccc(C2=CC(=O)CC(C)(C)C2=O)c1	0.9%
C[C@H]1CN([C@@H](C)CO)C(=O)CCCn2cc(nn2)CO[C@@H]1CN(C)C(=O)Nc1cccc(C(F)(F)F)c1	0.4%
CCN1C(c2ccc(F)cc2)=CS/C1=C(/C#N)c1nnc2n1-c1ccccc1SC2	1.7%
O=C1c2cc3c(cc2CCC1c1ccc2c(c1)OCO2)OCO3 (configuration not stated)	2.6%
Cc1cc(/C=C(\C#N)C(=O)OCC(=O)N(C)c2c(N)n(Cc3ccccc3)c(=O)[nH]c2=O)c(C)n1CC(C)C	i
COc1ccc(NC(=O)COC(=O)c2ccc3c(c2)OCCO3)cc1	i
COc1ccccc1N1CCN(c2ccc3c(c2)S(=O)(=O)c2cccc(C(=O)NCc4ccc(F)cc4)c2C3=O)CC1	12%
COc1cc(NC(=O)C2CC(c3ccccc3O)=NO2)cc(OC)c1OC (configuration not stated)	1.0%
CCCn1c(C)cc(C(=O)COC(=O)c2cc(=O)[nH]c3ccccc23)c1C	i
C[C@@H]1CN([C@@H](C)CO)C(=O)CCCn2cc(nn2)CO[C@H]1CN(C)S(=O)(=O)c1ccc(-n2cccn2)cc1	1.1%
C[C@@H]1CN([C@H](C)CO)C(=O)CCCn2nncc2CO[C@H]1CN(C)C(=O)c1ccccc1	2.4%

# Fetched by compound from the list above, 5 records:
Structure	VEEV TC-83 Vero
CCOC(=O)C1=C(Nc2ccc(OC)cc2)C(N)=NC1=N	43%
CCN1C(c2ccc(F)cc2)=CS/C1=C(/C#N)c1nnc2n1-c1ccccc1SC2	1.7%
COc1ccc(-n2c(C)c3c(C)nnc(C)c3c2C)cc1OC	1.0%
COc1ccc(NC(=O)COC(=O)c2ccc3c(c2)OCCO3)cc1	i
CCCn1c(C)cc(C(=O)COC(=O)c2cc(=O)[nH]c3ccccc23)c1C	i

# Next part.
Structure	VEEV TC-83 Vero
N#Cc1ccc(S(=O)(=O)N2CCN(CN3C(=O)CC4(CCCC4)C3=O)CC2)cc1	i
CCN(CC)C(=O)C1=C(C)N(Cc2ccc(OC)cc2)C(=O)C(CC(=O)NCCN2CCOCC2)C1 (configuration not stated)	0.7%
O=C(O)C(=Cc1cccc([N+](=O)[O-])c1)c1ccccc1	i
Cc1nccn1CC(=O)c1ccccc1	i
C[C@@H]1CN([C@H](C)CO)C(=O)CCCn2cc(nn2)CO[C@H]1CN(C)S(=O)(=O)c1ccc(C#N)cc1	0.4%
Cc1ccc(S(=O)(=O)NCc2nnnn2-c2ccc(F)cc2)cc1	0.4%
C1CN(P2(N3CC3)=NP(N3CC3)(N3CC3)=NP(N3CC3)(N3CC3)=N2)CCO1 (configuration not stated)	2.1%
CC(=O)Nc1ccc(SCC(=O)NC(=O)c2ccc(Cl)cc2)cc1	i
COc1cc(NC(=O)CNC(=O)Cn2cnc3sc(C)c(C)c3c2=O)cc(OC)c1OC	1.0%
CCOC(=O)c1cccc(C2=C(CNC(=O)c3ocnc3C)[C@H]3CC[C@@H](C2)N3Cc2ccccc2)c1	i
COc1ccccc1N1CCN(CC(=O)NC(=O)NCc2ccccc2)CC1	0.5%
COc1cccc(C(=O)Nc2ccc3nc4n(c(=O)c3c2)CCCCC4)c1	10%
O=C(COC(=O)c1ccccc1)NCCCCc1ccccc1	0.1%
O=C(NCCCN1CCOCC1)c1cc(S(=O)(=O)N2CCCCC2)ccc1Cl	i
Cc1cccc(NC(=O)c2sc3nc(C)nc(N4CCOCC4)c3c2C)c1	13%
C[C@@H]1CN([C@@H](C)CO)C(=O)CCCn2nncc2CO[C@@H]1CN(C)C(=O)c1ccccc1	i
O=C(O)c1ccc(NC2=C/C(=N/S(=O)(=O)c3cccs3)c3ccccc3C2=O)cc1	i
COC(=O)N(C)C[C@@H]1OCc2cn(nn2)CCCC(=O)N([C@@H](C)CO)C[C@H]1C	1.0%
O=C(O)c1ccccc1-c1ccc([N+](=O)[O-])cc1Cl	i
COc1ccc([C@H]2C[C@H](n3cc(-c4ccc(F)cc4)nn3)[C@@H](O)CN2C(=O)C2CCCCC2)cc1	47%
O=Nc1c(O)cc(O)c2ccccc12	9.8%
O=C(c1ccc(F)cc1)N1CCC(C(=O)N2CCCc3ccccc32)CC1	i
Cc1cc(C(=O)CCC(=O)Nc2cccc(F)c2)c(C)s1	2.1%
COc1ccccc1N1CCCSC1=Nc1ccccc1	i
CCOc1ccccc1N1CCN(CC(=O)N(C)CC(=O)Nc2ccccc2CC)CC1	i

# A section from the list above, as a working copy:
Structure	VEEV TC-83 Vero
N#Cc1ccc(S(=O)(=O)N2CCN(CN3C(=O)CC4(CCCC4)C3=O)CC2)cc1	i
CCN(CC)C(=O)C1=C(C)N(Cc2ccc(OC)cc2)C(=O)C(CC(=O)NCCN2CCOCC2)C1 (configuration not stated)	0.7%
O=C(O)C(=Cc1cccc([N+](=O)[O-])c1)c1ccccc1	i
Cc1nccn1CC(=O)c1ccccc1	i

# The listing continues:
Structure	VEEV TC-83 Vero
CCCCn1c(N)c(N(CC(C)C)C(=O)CCN2C(=O)C3CC=CCC3C2=O)c(=O)[nH]c1=O (configuration not stated)	i
CC1=C(C(=O)Nc2cccc(C(=O)NCC(C)c3ccccc3)c2)SCCO1 (configuration not stated)	4.9%
CC(=O)Nc1nc(-c2ccc(-c3ccccc3)cc2)cs1	1.7%
COc1ccccc1N1CC(C(=O)OCC(=O)c2c(N)n(C)c(=O)n(C)c2=O)CC1=O (configuration not stated)	0.7%
CCOC(=O)c1c(C)[nH]c(C(=O)OCc2nc3ccsc3c(=O)[nH]2)c1C	12%
CCN(CC)C(=O)C1=C(C)N(Cc2ccc(F)cc2)C(=O)C(CC(=O)NCC2CCCCC2)C1 (configuration not stated)	0.5%
O=C1CNC(c2ccccc2)C(c2ccccc2)N1 (configuration not stated)	0.1%
Cc1nc(NC(=O)c2ccccc2)sc1-c1cc(C(=O)N2CCOCC2)nn1Cc1ccccc1	8.7%
C[C@@H]1CCCCO[C@H](CN(C)C)[C@H](C)CN([C@@H](C)CO)C(=O)c2cc(NC(=O)Nc3ccc(C(F)(F)F)cc3)ccc2O1	1.0%
COc1ccc(OC)c(C2=CC(=O)C[C@H](c3ccc(F)cc3)C2)c1	4.6%
COc1cc(C)c(CN2CCN(C(=O)CCC(=O)c3ccc(C)s3)CC2)cc1OC	1.6%
N#CC1c2ccccc2C=CN1C(=O)c1ccc(N(CCCl)CCCl)cc1 (configuration not stated)	1.7%
COc1ccc(NC(=O)c2cccc3ccccc23)cc1OC	0.9%
Cc1ccc(C(=O)NCC(=O)OCc2nc3ccsc3c(=O)[nH]2)cc1C	i
C=CCN1C(=O)C(=Cc2ccc3c(c2)CCC3)SC1=S	i
CS(=O)(=O)c1ccc(C2=C(CNC(=O)c3cccs3)[C@H]3CC[C@@H](C2)N3Cc2ccco2)cc1	i
CCC/C=C/c1ccc(CN2C(C(C)C)C(=O)N(Cc3cn(CCC4OCCO4)nn3)CCS2(=O)=O)cc1 (configuration not stated)	0.8%
C(=NNc1nnn(Cc2ccccc2)n1)c1ccccc1	i
CCCCCCN1C[C@H](n2cc(C3CC3)nn2)[C@@H](O)C[C@@H]1c1ccc(C)cc1	i
Nc1nc(N)c2cc(S(=O)(=O)c3cccc(C(F)(F)F)c3)ccc2n1	0.5%
Cc1ccc([C@H]2C[C@H](O)[C@@H](n3cc(-c4ccc(F)cc4)nn3)CN2C(=O)c2cccs2)cc1	0.7%
CC1CCN(S(=O)(=O)N2CCC(C(=O)NCc3ccc(F)cc3Cl)CC2)CC1	0.1%
O=C(Oc1ccccc1)c1cccc2cccc(C(=O)Oc3ccccc3)c12	6.1%
COCc1c(C(=O)NCC(c2ccco2)N2CCCC2)oc2ccccc12 (configuration not stated)	i
COc1ccccc1NC(=O)N(C)C[C@H]1OCc2cnnn2CCCC(=O)N([C@@H](C)CO)C[C@H]1C	1.5%

Structure	VEEV TC-83 Vero
Cc1ccc(NC(=O)CCc2ccccc2)cc1C	i
CC#CC(=O)N1CCC(n2nccc2NC(=O)CCc2ccccc2)CC1	0.6%
C[C@@H]1CN([C@H](C)CO)C(=O)c2cc(Br)cnc2O[C@@H]1CN(C)C(=O)Nc1cccc(F)c1	0.3%
CC1(C)N=C(N)N=C(N)N1c1ccc(CCCCc2ccccc2)cc1	0.1%
C[C@@H]1CN([C@H](C)CO)C(=O)c2cc(-c3ccc(C(=O)N(C)C)cc3)cnc2O[C@@H]1CN(C)C(=O)c1cccnc1	i
CCN(CC(=O)NCc1cccs1)C(=O)/C=C/c1ccc(F)cc1	0.3%
O=C(c1ccco1)N1CCN(C(=O)c2ccc(Br)o2)CC1	i
Cc1ccc(S(=O)(=O)N(C)C[C@@H]2Oc3ncc(C#CCC(C)C)cc3C(=O)N([C@H](C)CO)C[C@H]2C)cc1	1.0%
COc1ccc(NC(=O)CN2C(=O)NC(C)(Cc3ccc(OC)c(OC)c3)C2=O)cc1 (configuration not stated)	i
CCCNCC(=O)Nc1sc2c(c1C(=O)Nc1c(C)n(C)n(-c3ccccc3)c1=O)CCCC2	i
C[C@@H](CO)NC(=O)c1[nH]cnc1C(=O)Nc1cccc(Cl)c1	10%
CC(C)(C)OC(=O)N1CC2(CCCCC2)CC1Cc1ccc(C(F)(F)F)cc1 (configuration not stated)	i
CSc1nc(SCc2ccccc2)[nH]c(=O)n1	0.7%
CCOC(=O)CN(C(=O)c1snc(C(N)=O)c1N)C(C(=O)NCCC(C)C)c1ccc(C)cc1 (configuration not stated)	2.0%
O=C1NC(Cc2ccccc2)c2nc3ccc(F)cc3c(=O)n2-c2ncccc21 (configuration not stated)	5.5%
CC(c1ccc2ccccc2c1)c1ccccc1C(=O)O (configuration not stated)	0.5%
COc1cc2nc(CN3CCN(S(=O)(=O)c4ccccc4[N+](=O)[O-])CC3)[nH]c(=O)c2cc1OC	7.6%
CCN(CC)C(=O)C1=C(C)N(Cc2ccc(OC)cc2)C(=O)C(CC(=O)NCCCN(C)C)C1 (configuration not stated)	i
C[C@@H]1CN([C@@H](C)CO)C(=O)CCCn2nncc2CO[C@@H]1CN(C)C(=O)Nc1cccc2ccccc12	0.6%
COc1ccc(NC(=O)N(C)[C@H]2C[C@H]3c4[nH]c5ccc(-c6ccc7c(c6)OCO7)cc5c4CCN3C[C@H]2[C@H](C)O)cc1	i
CC(NS(=O)(=O)c1ccc(Br)cc1F)[C@H](O)c1ccccc1 (some centres not stated)	0.8%
CCCc1c(C(=O)N/N=C(\C)c2ccccn2)nnn1-c1nonc1N	13%
O=C(NCCc1c[nH]c2ccccc12)c1ccc([N+](=O)[O-])o1	0.8%
CN(Cc1ccc(F)cc1)S(=O)(=O)c1ccc2[nH]c(=O)[nH]c2c1	1.5%
CCCCCC(O)C=CC1C(O)CC(O)C1CC=CCCCC(=O)O (configuration not stated)	3.5%

Structure	VEEV TC-83 Vero
Cc1ccc(C(=O)NCC(=O)N(C)Cc2ccccc2C)s1	i
COc1ccccc1NC(=O)c1ccccc1SCC(=O)N1CCCC1	0.8%
O=C(NCCOc1ccccc1)c1ccccc1F	i
COc1ccccc1CNC(=O)C(=O)c1cn(CC(=O)N2CCCCC2)c2ccccc12	10%
CC1(c2nc3ccccc3cc2C#N)OCCO1	i
CCOc1ccc(NC(=O)COC(=O)C2COc3ccccc3O2)cc1 (configuration not stated)	i
CC(Sc1ccc(S(=O)(=O)N2CCN(C)CC2)cn1)C(=O)NC1CCCC(C)C1C (configuration not stated)	i
C[C@H](CO)N1C[C@H](C)[C@@H](CN(C)C(=O)CC2CC2)Oc2cc(Br)ccc2S1(=O)=O	3.8%
CCOc1ccc(/C=N/Nc2cc(N3CCOCC3)ncn2)c(O)c1	?
CCc1c(C)c(C#N)c2nc3ccccc3n2c1NCCCN(C)C	3.9%
O=C1[C@H]2[C@@H](c3ccccc3)N[C@]3(CCCN(CC4CCCCC4)C3=O)[C@H]2C(=O)N1Cc1ccccc1	2.8%

# The list is partial (hit frequency here may not be typical).
